Autophagy HCS: alters autophagy in cells; MEF GFP-LC3 puncta imaging; test concentration mostly 10 µM; calls only at 10 µM (by protocol); 190,000 tested, 0.98% active;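 active = percentage of spot-positive cells more than 3 SD above its plate mean, without a fluorescence outlier flag or 80% toxicity; inconclusive = no clear call, values can overlap the other calls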;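 also: spot-positive cell cutoff set from DMSO-treated cells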
bCat nuc transl: modulators of beta-catenin nuclear translocation; HeLa beta-catenin nuclear translocation, immunofluorescence imaging; nuclear translocation activity, % at 5 µM; 190,000 tested, 0.3% active;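 active = nuclear translocation activity above 50% at 5 µM, with a well cell count of 50 or more; inconclusive = wells under 50 cells across six images, flagged as toxic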;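 also: per-cell ratio of nuclear to cytoplasmic median beta-catenin stain intensity; plate controls were DMSO negative control for no effect and GSK-3 inhibitor IX positive control for full effect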
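test system = HeLa cells, endogenous beta-catenin | dosing = single 5 µM dose plus 0.02–20 µM confirmation series | times = compound treatment 24 h, 37°C, 5% CO2 | technique = beta-catenin immunofluorescence imaging with DAPI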
Ins promoter up: MIN6 insulin promoter up-regulation. MIN6 insulin promoter-GFP reporter, high-content imaging; hits give high values. z-score at 5 µM. 190,000 tested, 0.3% active;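 active = z-score above 3 at 5 µM with at least 500 cells counted in the well; inconclusive = wells under 500 cells, flagged as cytotoxic or low count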
T cell modulator: T cell immune modulation candidate; 2C CD8+ T cell-vesicle binding, flow cytometry; hits give low values; calls only at 7 µM; 330,000 tested, 0.068% active;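 active = response, share of CD8 T cells binding vesicles, and their 90th percentile fluorescence all below set limits, cut at about 80% in these data, passing the limit was not always enough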
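Also added: QL9-peptide-loaded Drosophila micro-vesicles bearing Ld, ICAM-1 and B7-1; Test system: purified 2C TCR transgenic mouse naive CD8+ T cells; Measured by: cytometric PE anti-B7-1 and Alexa647 anti-CD8 signals after 1% paraformaldehyde fixation; Timing: binding step 1.5 h, 37 °C, antibody labelling 20 min, ice.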
WT yeast gro inh: growth inhibition of WT yeast, mitochondrial fusion screen; mitochondrial fusion phenotypic screen, WT strain; inhibition, % at 10 µM; 190,000 tested, 2.1% active; in the data active = inhibition above about 58%; tested in S. cerevisiae
West Nile virus CPE: inhibition of WNV-induced cytopathic effect – cell-based, CPE readout (AID 1621); West Nile virus-infected cells, CPE inhibition; higher % means a stronger effect; CPE inhibition, % at 10 µM; hits with a dose series show IC50 in µM; 290,000 tested, 0.02% active; in the data active = a potency from the dose series; inconclusive = CPE inhibition mostly from about 3.7% at the one dose, without a potency; inactive = the rest, 99 in 100 with CPE inhibition below about 2.2%; also: strong numbers were not always called active
MT stabilize HCS: microtubule stabilizers in HeLa cells; HeLa tubulin immunostaining HCS, 24 h; share of cells brighter than vehicle mean+2SD; % tubulin-high responders, % at 10 µM; 200,000 tested, 0.83% active; AID 2205;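 active = plate Z-score above 3 for both tubulin-high and condensed-nucleus cell shares, with cell loss under 80%, at 10 µM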;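 also: anti alpha tubulin signal scored within the nucleus-defined area of each cell; some results filed as inactive read as strong as hits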
Myeloid diff MLP: promotes myeloid progenitor differentiation; ER-HoxA9 myeloid progenitors, lysozyme-GFP differentiation, flow cytometry; AID 624256; calls only at 10 µM; 360,000 tested, 1% active;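 active = normalized GFP-positive differentiation at or above the plate's own cutoff, the solvent-only control mean plus 3 SD; inconclusive = no clear call, values can overlap the other calls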;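 also: cells exposed to compound for four days before flow analysis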
Hep lipid drop: hepatic lipid droplet formation modulation; AML12 mouse hepatocytes, oleate lipid droplets, BODIPY imaging; inhibition, % at 6.5 µM; 240,000 tested, 0.4% active;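 active = lipid droplet intensity inhibited by at least 50%, with more than 500 cells counted; inconclusive = wells with under 300 cells, treated as cytotoxic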
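Test system: AML12 hepatocytes (mouse); reagent: oleate loading, 100 µM; dosing: one dose, 6.5 µM compound; incubation: overnight exposure; signal: fluorescence imaging, 20x objective, two fields per well; read-out basis: % inhibition of corrected integrated BODIPY droplet signal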
WT yeast gro inh mutant strain: further read-out of WT yeast gro inh, marked with its call; inhibition, %; mitochondrial fusion phenotypic screen, mutant strain inhibition
Ins promoter up cell count: second read-out of Ins promoter up, no call of its own (marks repeat the call); cell count; measured here: cytotoxicity, nuclei count;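 total cells summed across four imaged fields per well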
Hep lipid drop cells 6.5 µM: recorded beside Hep lipid drop, whose call it bears; cell count; measured here: cell count, cytotoxicity flag;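 cells counted across two imaged fields per well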
bCat nuc transl cell count 5 µM: recorded beside bCat nuc transl, whose call it bears; cell count; measured here: cell count, cytotoxicity flag
T cell modulator vesicle-bound %: recorded beside T cell modulator, whose call it bears; double positive events, %; measured here: CD8+ vesicle-bound cell fraction;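 binding gate set so that unloaded-vesicle control wells show 10% double positive cells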
MT stabilize HCS Hoechst-high %: recorded beside MT stabilize HCS, whose call it bears; % Hoechst-high responders; measured here: nuclear condensation Hoechst responders;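 share of cells brighter than vehicle mean plus two SD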
MT stabilize HCS cytotoxicity %: also measured in MT stabilize HCS; calls as there; toxicity, %; measured here: cytotoxicity by cell density;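 0% = mean cell density of plate MIN control wells and 100% = no cells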
Autophagy HCS cell loss 18 h: also measured in Autophagy HCS; calls as there; toxicity, %; measured here: cell loss, nuclei count;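 cell loss after 18 h compound exposure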
Myeloid diff MLP GFP+ MAC1+ %: second read-out of Myeloid diff MLP, no call of its own (marks repeat the call); GFP+ MAC1+ double positive, %; measured here: differentiation confirmed by MAC1 staining
Numbers without * were called inactive; i = inactive; ? = inconclusive; / = not tested or not shown.

SMILES	Autophagy HCS	Autophagy HCS cell loss 18 h	bCat nuc transl	bCat nuc transl cell count 5 µM	Ins promoter up	Ins promoter up cell count	T cell modulator	T cell modulator vesicle-bound %	WT yeast gro inh	WT yeast gro inh mutant strain	West Nile virus CPE	MT stabilize HCS	MT stabilize HCS Hoechst-high %	MT stabilize HCS cytotoxicity %	Myeloid diff MLP	Myeloid diff MLP GFP+ MAC1+ %	Hep lipid drop	Hep lipid drop cells 6.5 µM
COC(=O)C1=C(C)N(C)C(=O)NC1c1ccc(C)cc1 (stereo not drawn)	i	9	0.2	1161	0.31	1005	i	7	9	2	-0.1%	3.1	1.5	3.4	i	7.2	/	/
NC(=O)CSc1nnc(CSc2ncccn2)n1-c1ccccc1	i	2	0.2	1100	-0.06	1368	i	51	5	12	0.5%	2.9	1.5	6.9	i	0.9	4	660
COc1ccc(/C=C(/C#N)c2cccnc2)cc1OC	i	5	/	/	/	/	i	15	-1	-2	0.8%	1.5	1.5	0.9	i	5.3	-2	714
CCCCOc1ccc(/C(O)=C2/C(=O)C(=O)N(CCCOC)C2c2ccncc2)cc1 (stereo not drawn)	i	9	/	/	0.51	1368	i	13	9	1	0.1%	3.9	1.8	7.2	i	1.3	-1	741
COCCNC(=O)/C(C#N)=C/C=C/c1ccccc1[N+](=O)[O-]	i	18	4.4	1004	-0.31	1239	i	20	-4	0	22%	2.0	1.9	3.9	i	2.2	-21	677
Oc1ccc(Br)cc1-c1cc(-c2ccc(Cl)cc2)n[nH]1	i	2	6.6	1045	-0.18	911	i	14	/	/	-0.4%	2.1	0.5	1.9	i	1.2	6	813
O=[N+]([O-])c1ccc(NC(=S)N2CCN(c3ccc(F)cc3)CC2)cc1	i	2	1.5	1306	-0.37	1525	i	27	4	-23	/	1.6	1.0	1.6	i	1.4	/	/
Brc1cccc(CNc2nc3ccccc3n2CCN2CCOCC2)c1	i	13	-0.8	1352	0.27	1292	i	32	19	18	-1.4%	2.6	3.3	11	i	0.3	-1	714
Cc1c(C(=O)Nc2ccc(-c3nnc4n3CCCCC4)cc2)oc2ccc(Br)cc12	i	4	13	378	-0.31	1043	i	52	10	0	-0.2%	6.9	4.9	5.9	i	1.3	-2	687
CCOC(=O)c1cc(CC)sc1N1C(=O)CC(Sc2ncccc2C(=O)O)C1=O (stereo not drawn)	i	6	-2.9	1066	-0.31	1692	i	7	-4	10	0.1%	1.8	1.7	3.1	i	0.3	19	687

Taken from above.
CCOC(=O)c1cc(CC)sc1N1C(=O)CC(Sc2ncccc2C(=O)O)C1=O (stereo not drawn) in Autophagy HCS cell loss 18 h shows 6
Cc1c(C(=O)Nc2ccc(-c3nnc4n3CCCCC4)cc2)oc2ccc(Br)cc12 in MT stabilize HCS shows 6.9
COc1ccc(/C=C(/C#N)c2cccnc2)cc1OC in Autophagy HCS cell loss 18 h shows 5

Carrying on.
SMILES	Autophagy HCS	Autophagy HCS cell loss 18 h	bCat nuc transl	bCat nuc transl cell count 5 µM	Ins promoter up	Ins promoter up cell count	T cell modulator	T cell modulator vesicle-bound %	WT yeast gro inh	WT yeast gro inh mutant strain	West Nile virus CPE	MT stabilize HCS	MT stabilize HCS Hoechst-high %	MT stabilize HCS cytotoxicity %	Myeloid diff MLP	Myeloid diff MLP GFP+ MAC1+ %	Hep lipid drop	Hep lipid drop cells 6.5 µM
N=c1occ(C(=O)c2cc(F)ccc2O)cc1C(=O)NC1CCCCC1	i	28	/	/	0.5	1067	i	57	4	22	-1.2%	2.7	3.9	6.8	i	0.0	-8	756
CSc1ccccc1OCc1cc(C(=O)N(C)C(C)c2ccccn2)no1 (stereo not drawn)	/	/	/	/	/	/	i	44	/	/	-0.7%	/	/	/	i	0.2	-7	735
O=C(NCCCN1CCOCC1)c1ccc(Cl)cc1[N+](=O)[O-]	i	-3	1.1	840	0.22	1446	i	21	-15	-11	-0.8%	1.4	1.0	4.3	i	0.3	-2	744
Cn1c2c(c(=O)c3ccccc31)CCC(C)(C)O2	i	0	0.7	571	-0.2	1301	i	8	-9	-5	-0.9%	2.8	1.7	4.7	i	1.4	-4	729
CCC(C(=O)NC1CCCC1)N(C(=O)Cn1nnc(-c2ccc(C)o2)n1)c1cccc(O)c1 (stereo not drawn)	/	/	/	/	/	/	i	31	/	/	-0.3%	/	/	/	i	0.9	-3	697
O=S(=O)(NCc1ccccn1)c1ccc(F)cc1	i	12	-1.5	1039	0.39	1186	i	30	7	14	0.0%	4.7	3.7	4.1	i	2.2	/	/
COCCn1c(SCc2ccc(C(=O)OC)o2)nc2ccccc2c1=O	i	6	0.0	1023	0.56	1938	i	25	-14	-7	1.7%	2.3	2.1	15	i	1.5	-21	595
CCOC(=O)Cc1csc(NC(=O)CSc2nnc(-c3ccncc3)n2Cc2ccco2)n1	i	-13	/	/	/	/	i	9	/	/	-0.1%	1.4	1.0	7.8	i	1.3	/	/
O=C(Nc1ccccc1C(=O)N1CCCCC1)c1cc(F)c(F)cc1Cl	/	/	/	/	/	/	i	76	/	/	-0.8%	/	/	/	i	0.6	1	609
COc1ccc(-n2c(C)cc(/C=C/c3nc(O)c([N+](=O)[O-])c(=O)[nH]3)c2C)cc1	i	6	-0.8	1082	/	/	i	69	-5	8	0.4%	2.8	3.2	11	i	0.2	12	712
CCN(CC)C(=O)CSc1ccccc1N	i	0	-8.5	1204	0.21	1276	i	9	5	2	0.1%	3.4	2.4	7.4	i	0.8	2	789
Cc1nn(Cc2ccccc2Cl)c(C)c1N	i	3	-0.4	1377	0.24	1597	i	33	25	6	/	2.0	1.3	0.4	i	0.8	/	/
CCOc1ccc(-c2nnn(CC#N)n2)cc1OC	i	7	-0.1	523	/	/	i	43	3	0	0.4%	2.9	1.6	4.2	i	0.7	11	697
COc1ccccc1NC(=O)c1ccc(CSc2ccccc2)o1	/	/	/	/	/	/	i	15	/	/	-0.8%	/	/	/	?	/	-2	648
Cc1cc(-c2nnc(CCC(=O)NCCc3ccccc3F)o2)no1	/	/	/	/	/	/	i	31	/	/	0.0%	/	/	/	?	/	-2	820
CCCCCCCCn1c2c(c(=N)c3c1CCC3)CCCC2	i	15	3.2	709	?	/	i	47	81*	77*	-1.7%	5.0	6.0	8.0	/	/	-89	575
Cc1csc(C)[n+]1CC(=O)c1ccccc1	/	/	/	/	/	/	i	67	/	/	0.0%	/	/	/	i	0.6	4	844
O=c1[nH]c(=S)[nH]c2c1C(c1ccc(Br)cc1)c1c([nH]c(=S)[nH]c1=O)O2	/	/	/	/	/	/	i	37	/	/	0.1%	/	/	/	i	1.3	-5	843
Cn1c(=O)oc2ccc(C(=O)CSc3nnnn3-c3ccccc3)cc21	i	-4	-0.7	1124	0.21	951	i	24	3	-2	-1.1%	5.6	2.4	4.6	i	1.7	/	/
CC(NC(=S)Nc1cccc(C(F)(F)F)c1)C(C)(C)C (stereo not drawn)	i	21	-3.8	945	-0.57	1540	i	31	70*	25*	-0.6%	2.2	0.9	4.1	/	/	19	706
O=C(CN1CCOCC1)Nc1ccc(NC(=O)CN2CCOCC2)c(Cl)c1	i	-3	-3.7	1007	0.31	1158	i	13	6	-4	-0.5%	3.7	2.6	4.7	i	1.9	/	/
CC(C)(C)c1ccc(/C=C2\SC(=O)N=C2N)cc1	i	13	-0.9	1097	/	/	i	18	-4	-1	-0.7%	1.1	1.2	3.6	i	0.1	5	711
COc1ccc(-c2noc(CN(C(=O)c3ccc4c(c3)OCO4)C(C)C)n2)cc1	/	/	/	/	/	/	i	24	/	/	-1.4%	/	/	/	i	0.7	-8	728
CCCCn1c(-c2cccc(F)c2)nc2c1c(=O)[nH]c(=O)n2CC(C)C	/	/	/	/	/	/	i	23	/	/	-0.8%	/	/	/	i	0.8	-15	760
Cc1ccc(C(=O)COC(=O)C(C)N2C(=O)C3C4CCC(C4)C3C2=O)cc1 (stereo not drawn)	/	/	/	/	/	/	i	32	/	/	-0.7%	/	/	/	i	1.2	-3	858
COc1cc(C(=O)Nc2ccc(NC(=O)C3CC3)nc2)cc(OC)c1OC	i	-10	-0.5	1177	/	/	i	28	8	12	0.2%	4.8	3.1	6.5	i	1.2	/	/
CCOc1cccc2cc(C(=O)NCCC3=CCCCC3)c(=O)oc12	i	10	0.6	1118	-0.22	1523	i	57	3	18	0.0%	3.7	2.2	3.8	i	0.3	17	681
O=C(CSc1nc2ccccc2s1)Nc1ccc(Cl)c(C(=O)O)c1	i	16	-0.9	972	-0.75	1690	i	40	-1	11	0.0%	5.8	2.1	6.6	i	1.0	3	702
CCN(CC)C(=O)CSc1nc(-c2ccccc2)ccc1C#N	i	-3	-0.3	959	-0.7	1769	i	14	1	12	-0.3%	2.3	3.7	6.0	i	0.4	-8	699
CN(C)c1cccc(C(=O)OC(C(=O)Nc2ccc([N+](=O)[O-])cc2Br)c2ccccc2)c1 (stereo not drawn)	i	29	2.4	1042	-1.6	1431	i	5	0	7	-0.6%	4.2	2.6	4.0	i	0.3	4	682
CN(C)S(=O)(=O)c1ccc(NC(=O)COc2ncnc3sccc23)cc1	i	11	-1.9	1084	-0.18	1242	i	12	-11	9	-0.3%	3.7	1.5	6.7	i	0.7	3	748
COc1ccc(CCNC(=O)CSc2nnc(CNc3ccc(Cl)cc3)o2)cc1OC	i	-3	0.4	1194	/	/	i	11	-14	2	-0.4%	2.3	1.4	2.0	i	0.7	-9	709
